High-throughput results as filed in PubChem.
UPR XBP1 act = adaptive UPR (XBP1) activation; CHO-XBP1 luciferase reporter, IRE1-XBP1 UPR activation, luminescence; percent of tunicamycin response, DMSO as zero; activation, % at 20 µM; hit rate 0.33% among 330,000;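 active = versus positive control, 20 µM dose yields 30% or more activation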;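 note: 100% = tunicamycin at 10 µg/mL and 0% = DMSO only wells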
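Material: IRE1-XBP1 luciferase reporter CHO line / Quantity: one thousand reporter cells per well / Buffer or medium: F12 with 10% serum / Compound: 20 µM single concentration, DMSO 1% / Times: 6 h treatment, 37 °C / Detection: Steady-Glo luciferase glow luminescence, 10 min after reagent addition / Benchmarks: tunicamycin high, DMSO low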
CXCR6 block = blocks human CXCR6 beta-arrestin recruitment | O00574 | CHO-K1 PathHunter CXCR6 beta-arrestin, luminescence | inhibition, % at 20 µM | hit rate 0.36% among 360,000 | AID 602244; in the data active = inhibition above about 34%, passing the limit was not always enough;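 note: antagonist mode with CXCL16 agonist at 10 nM final; 0% = 10 nM CXCL16 with DMSO and 100% = unstimulated wells without agonist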
697 NFkB inh = lowers PMA/ionomycin-induced NF-kB signal in 697 B cells. 697 B-cell NF-kB luciferase reporter, 16 h. inhibition, % at 4 µM. hit rate 0.33% among 330,000. AID 435022; in the data active = inhibition above about 35%
EBI2 antag = antagonists of human EBI2 receptor. inhibition, % at 5 µM. P32249. hit rate 0.81% among 360,000. EBI2 beta-arrestin recruitment, luminescence, 7a,25-OHC stimulated; in the data active = inhibition above about 38%;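 note: enzyme fragment complementation signal reports receptor beta-arrestin coupling in cells; 0% = agonist plus DMSO wells and 100% = wells without agonist; some results beyond the cut were filed as inactive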
CCR6 antagonist = blocks CCL20-driven beta-arrestin recruitment at human CCR6; inhibition, % at 20 µM; hit rate 0.49% among 340,000; P51684; CHO-K1 CCR6 PathHunter beta-arrestin, luminescence, CCL20-stimulated;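 active = compounds whose inhibition of the agonist-driven luminescence signal at 20 µM reaches about 50%, limit read from the data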;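 note: cells stimulated with CCL20 at 14 nM final; plate controls were DMSO with CCL20 for no effect and DMSO without agonist for full effect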
Gli-Sufu block = Gli-Sufu pathway antagonism; Sufu-KO-LIGHT fibroblasts, Gli luciferase reporter luminescence; inhibition, % at 5 µM; hit rate 0.74% among 340,000; AID 588413;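 active = inhibition above about 55%, limit read from the data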;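 note: 0% = DMSO-treated cells and 100% = wells with medium but no cells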
Jurkat NFkB inh = inhibitors of the PMA/ionomycin-induced NF-kB reporter in Jurkat cells | PMA/ionomycin-induced NF-kB luciferase reporter, luminescence | inhibition, % at 4 µM | hit rate 0.53% among 330,000 | AID 435003; in the data active = inhibition above about 50%
Mdm2-MdmX inh = inhibitors of human Mdm2/MdmX interaction | hit rate 3% among 330,000 | SaOS-2 split-luciferase Mdm2/MdmX complementation, luminescence | inhibition, % at 8 µM | O15151+Q00987;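 active = inhibition of at least 50% at 8 µM in the primary screen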
Target sequence (O15151 whole entry, looked up): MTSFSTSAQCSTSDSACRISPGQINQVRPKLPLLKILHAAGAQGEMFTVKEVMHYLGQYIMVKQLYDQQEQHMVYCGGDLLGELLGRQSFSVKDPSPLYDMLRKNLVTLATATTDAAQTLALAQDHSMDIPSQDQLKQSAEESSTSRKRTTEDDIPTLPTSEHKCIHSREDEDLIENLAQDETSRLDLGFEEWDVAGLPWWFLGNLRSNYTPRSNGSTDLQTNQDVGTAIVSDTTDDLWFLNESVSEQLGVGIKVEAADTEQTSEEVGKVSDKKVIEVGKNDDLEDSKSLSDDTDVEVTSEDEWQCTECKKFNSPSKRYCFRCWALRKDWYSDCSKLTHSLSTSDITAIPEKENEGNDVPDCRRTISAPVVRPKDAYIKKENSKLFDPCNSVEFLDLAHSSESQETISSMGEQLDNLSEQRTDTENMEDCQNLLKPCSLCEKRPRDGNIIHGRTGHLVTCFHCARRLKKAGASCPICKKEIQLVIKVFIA
Target sequence (Q00987 whole entry, looked up): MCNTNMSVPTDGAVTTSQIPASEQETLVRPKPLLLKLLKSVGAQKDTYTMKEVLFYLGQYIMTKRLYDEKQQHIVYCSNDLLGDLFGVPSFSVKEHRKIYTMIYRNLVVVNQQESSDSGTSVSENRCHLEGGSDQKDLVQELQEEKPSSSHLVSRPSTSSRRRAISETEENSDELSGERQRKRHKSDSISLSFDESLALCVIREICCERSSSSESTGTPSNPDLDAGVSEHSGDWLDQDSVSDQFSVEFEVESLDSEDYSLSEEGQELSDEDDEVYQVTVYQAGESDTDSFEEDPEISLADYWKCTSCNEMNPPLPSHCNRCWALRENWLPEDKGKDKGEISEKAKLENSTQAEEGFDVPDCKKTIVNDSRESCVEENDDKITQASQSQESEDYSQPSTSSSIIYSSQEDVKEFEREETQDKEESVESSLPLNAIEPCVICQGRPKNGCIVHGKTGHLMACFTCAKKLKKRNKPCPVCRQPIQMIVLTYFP
CHOP UPR activ = activators of apoptotic arm of unfolded protein response (CHOP); hit rate 0.34% among 330,000; AID 449763; CHO-CHOP luciferase reporter, UPR activation, luminescence; percent of tunicamycin response over DMSO baseline; activation, % at 10 µM;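 active = at 10 µM dose, activation of 40% or more, normalized to positive control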;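 note: 100% = tunicamycin at 10 µg/mL and 0% = DMSO alone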
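measured by = luciferase luminescence | assay system = CHO-CHOP cells, stable luciferase reporter of PERK-eIF2a-CHOP signalling | amount = 500 reporter cells seeded per well | timing = 6 h compound exposure at 37 °C after overnight seeding | controls = positive tunicamycin 10 µg/mL, negative DMSO alone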
An asterisk follows results filed as active; . = no result given.

Fields – UPR XBP1 act	CXCR6 block	697 NFkB inh	EBI2 antag	CCR6 antagonist	Gli-Sufu block	Jurkat NFkB inh	Mdm2-MdmX inh	CHOP UPR activ
CCOc1ccc(N(CC(=O)N2CCN(C(=O)CN(c3ccc(OCC)cc3)S(C)(=O)=O)CC2)S(C)(=O)=O)cc1
→ -3	-1	17	-21	6	0	8	6	3.0
CCOc1ccccc1NC(=S)N1CCN(c2ccc(OC)cc2)CC1
→ -6	10	-13	1	-3	-8	-14	20	1.1
Cc1ccc(C)c(OCCC(=O)OCC(=O)N2c3ccccc3NC(=O)C2(C)C)c1
→ -3	-3	9	8	12	-5	14	35	-1.6
CC1CCCC(NC(=O)CSc2ncccn2)C1C (configuration not stated)
→ -1	2	4	-4	-2	29	0	-3	-0.6
Cc1ccc(N2C(=O)N3[C@H](c4ccc(Br)cc4)[C@@H]4C(=O)N(C(C)(C)C)C(=O)[C@@H]4[C@]3(C)C2=O)cc1
→ -2	0	14	-6	6	-5	12	-12	-3.4
O=C(COC(=O)COc1ccccc1[N+](=O)[O-])Nc1ccccc1Br
→ -5	-5	26	-11	2	-1	2	-3	-0.8
Cc1cccc2cc(CN(Cc3ccc4c(c3)OCO4)Cc3nnnn3C3CCCC3)c(=O)[nH]c12
→ -1	9	-39	-6	3	3	-15	-8	3.1
COc1ccc(N(CC(=O)NN=C2CCN(C)CC2)S(=O)(=O)c2ccccc2)c(OC)c1
→ -3	0	-2	-5	-7	26	3	-8	1.1
COc1ccc2sc(-c3ccc(S(C)(=O)=O)cc3)c(C(=O)NCCc3c[nH]c4ccccc34)c2c1
→ -1	2	11	-8	7	14	3	31	1.6
CCC(=O)Nc1ccc(S(=O)(=O)N2CCOCC2)cc1
→ -2	4	10	-8	-4	1	4	-22	0.1
CC(=O)Nc1ccc(SCC(=O)c2cc(C)n(Cc3cccs3)c2C)cc1
→ -5	-7	-235	-2	-4	43	-22	74*	-3.0
CC(C)C[C@H](NC(=O)c1nc[nH]c1C(=O)NCc1ccccc1)C(=O)OCc1ccccc1
→ -2	14	-1	0	24	2	13	3	-0.1
O=C(Nc1ccccc1N1CCCCC1)c1ccc(-c2cc(Cl)ccc2Cl)o1
→ 5	1	-3	2	30	7	12	50*	-0.7
O=C(NC1CC1)C1CCN(C(=O)c2ccc(Cl)cc2Cl)CC1
→ -7	-7	19	-2	4	-5	9	-2	-0.3
CCCc1cc(=O)[nH]c(Nc2ccc(N3CCCCC3)cc2)n1
→ -1	-8	-12	6	11	18	-9	1	-2.6
COc1ccc(NC(=O)C2CC(c3ccccc3O)=NO2)cc1OC (configuration not stated)
→ -5	-8	15	-4	-5	5	-5	7	2.9
CC(=O)C1C(c2ccc(F)c(F)c2)NC(=O)NC1(O)C(F)(F)F (configuration not stated)
→ -2	-8	16	1	-7	-7	7	2	-1.3
Cc1ccc(C(=O)NCC(=O)OCc2c(F)cccc2Cl)s1
→ 1	-1	-15	-13	-5	-13	-2	-8	4.1
Cn1c(N)c(C(=O)COC(=O)CCC(=O)c2ccc(F)cc2)c(=O)n(C)c1=O
→ -1	0	-17	-12	7	21	6	-3	0.6
COC(=O)CN(c1ccc(C)cc1)S(=O)(=O)c1ccc2c(c1)n(C)c(=O)c(=O)n2C
→ 1	-6	-12	2	12	8	-18	7	-0.6
COc1cccc(NC(=O)C2CCCN(S(=O)(=O)c3cccc4cccnc34)C2)c1 (configuration not stated)
→ -1	-8	-13	-3	10	-5	16	2	0.2
CCCC(=O)n1nc(NCc2ccc(OC)cc2)nc1NCc1ccc(OC)cc1
→ 2	12	9	-2	8	-4	7	2	-1.2
COc1cccc(N2CCN(Cc3ccsc3)CC2)c1
→ -3	-10	-11	1	-20	5	-17	18	0.5
Cc1ccc(S(=O)(=O)Oc2ccc(/C=N/NC(=O)c3nn(C)cc3[N+](=O)[O-])cc2)cc1
→ 1	3	0	8	-3	5	-5	-33	2.7
Oc1c(C(c2ccccc2)N2CCc3ccccc3C2)sc2ncnn12 (configuration not stated)
→ -3	-3	6	1	9	-7	-6	21	-2.1
COc1ccc(OC)c(-n2c(SCC(C)=O)nnc2-c2cccc(S(=O)(=O)N(C)C)c2)c1
→ -3	0	-10	-4	0	5	16	-1	0.5
O=c1cc(CN2CCN(c3ccccc3F)CC2)c2cc3c(cc2o1)CCCC3
→ -1	1	9	21	-1	10	-8	15	-2.0
CCCNS(=O)(=O)c1ccc(CCC(=O)NCc2ccco2)cc1
→ 0	-4	11	-11	5	0	11	2	2.3
COCc1cc(Sc2c(Cl)cccc2Cl)nc(-c2ccccc2)n1
→ -2	5	-18	25	21	-2	4	20	1.6
Cc1cc(-c2ccccc2)n2nc(N)nc2n1
→ -1	-6	9	-14	-7	1	-7	8	1.5

(cont.)
Fields – UPR XBP1 act	CXCR6 block	697 NFkB inh	EBI2 antag	CCR6 antagonist	Gli-Sufu block	Jurkat NFkB inh	Mdm2-MdmX inh	CHOP UPR activ
O=C(COC(=O)C1CC1)NCc1ccccc1
→ -1	-2	6	-9	2	0	5	15	0.2
CC(=O)N1c2ccc(S(=O)(=O)N(C)CC(=O)NC3CCCC3)cc2CC1C (configuration not stated)
→ -5	5	-6	2	12	-7	9	13	-0.4
Cc1ccc(-n2ncc3c(=O)n(CC(=O)OCc4ccccc4)cnc32)cc1
→ 3	9	11	-4	-16	1	0	-15	5.4
O=C(N/N=C/c1cccnc1)c1cc(-c2cccs2)nc2ccccc12
→ -5	-2	10	5	14	10	12	19	0.1
O=C(c1ccc(-c2cc(O)c3ncccc3c2)cc1)N1CCNCC1
→ 1	-26	-31	-29	-13	-6	-48	35	0.4
CC(C)CNS(=O)(=O)c1ccccc1C(=O)N1CCCCC1
→ -1	-2	12	0	-6	-8	-3	-3	-0.4
OCCN1CCN(c2cc(C(F)(F)F)nc3ccccc23)CC1
→ -1	1	-4	0	9	2	-10	25	-0.5
ON1C(c2ccccc2C(F)(F)F)N(O)[C@H]2CCCC[C@H]21 (some centres not stated)
→ 2	20	-15	0	29	-7	-7	4	-0.4
O=C1C(NS(=O)(=O)c2cccs2)=C(N2CCN(c3ccccc3)CC2)C(=O)c2ccccc21
→ 4	26	-18	8	41	-7	-17	-4	1.3
CCCCN1CC(Br)C(=O)NC1=O (configuration not stated)
→ .	-3	.	-5	-3	-1	.	.	.
O=C1/C(=C\c2ccco2)SC(=S)N1c1ccc(O)cc1
→ -3	-2	12	-3	0	11	4	23	3.4
COC(=O)C1C(=O)C2=C(CC1C)NC(=O)CC2c1ccccc1 (configuration not stated)
→ -1	-3	12	-8	-10	-31	-10	13	0.8
CCOc1cccc2c1OC1(CCCCC1)N1N=C(c3cccnc3)CC21 (configuration not stated)
→ 1	-3	2	1	14	0	-27	20	-1.2
COC(=O)C1=C(C(=O)OC)[C@@H]2N(Cc3ccccc3)c3ccccc3[C@@]23C[C@@H](C(=O)OC)N(C(=O)c2ccc(Br)cc2)C3=N1
→ 5	2	13	1	1	0	33	96*	31
CN1CC(=O)N(CC(=O)NC2CCCCC2)C1=O
→ -3	2	-2	-10	2	8	-8	-4	0.3
Cc1ccc(CSC2=NCCN2C(=O)c2ccc(S(=O)(=O)N(C)C)cc2)cc1
→ -2	-1	-6	8	14	3	-20	-15	-2.6
COc1ccccc1N(CN1CCCC1=O)C(=O)COc1ccccc1
→ 1	-1	9	-6	-2	7	-13	-2	-0.2
Cc1oncc1-c1cn2ccccc2n1
→ 2	-1	-41	-6	-10	4	-19	-4	-0.8
CCN(C(=O)COC(=O)CN(C)S(=O)(=O)c1ccc(NC(C)=O)cc1)C1CCS(=O)(=O)C1 (configuration not stated)
→ -2	-6	14	-9	14	-2	5	11	-1.9
Cc1ccc2[nH]cc(C(=O)NCc3cccs3)c(=O)c2c1
→ 2	-13	28	-4	3	38	1	5	1.5
Cc1ccc(/C=N\NC(=O)c2csnn2)cc1
→ -7	-4	-89	-1	-41	-56	-24	12	-1.4
CN1CCN(C(=O)C2=C[C@H](c3coc4ccccc4c3=O)C[C@H](OCc3ccc(CO)cc3)O2)CC1
→ -1	1	6	6	3	-2	1	-23	0.4
Cc1c(C)c2ccc(OC(C)C(=O)N3CC[C@@]4(O)CCCC[C@H]4C3)c(C)c2oc1=O (some centres not stated)
→ -1	-4	10	-3	-3	14	1	-9	7.4
CC1=C(C(=O)OCC(C)C)C(c2ccc(Br)s2)NC(=O)N1 (configuration not stated)
→ 0	-2	1	0	12	-3	-16	22	-1.1
Cn1c(N)c(C(=O)CNC2CCCCC2)c(=O)n(C)c1=O
→ -3	-1	1	-8	3	-4	-5	29	0.9
NS(=O)(=O)c1ccc(CCNC(=O)c2cc(=O)[nH]c3ccccc23)cc1
→ -3	-4	7	2	-9	4	8	-16	0.6
Nc1nc(-c2ccco2)nn1S(=O)(=O)c1ccccc1
→ -1	-1	25	-5	-12	4	-2	0	-1.6
Cc1oc(-c2ccccc2Cl)nc1CS(=O)(=O)CC(=O)NCCc1ccccc1
→ 2	4	4	-2	3	4	7	-5	1.2
COc1ccc(C(=O)c2c3ccc(OC)cc3[n+]([O-])n2CCCC(N)=O)cc1
→ -2	-17	0	-10	-6	-3	13	16	3.0

Entries of single compounds from above. Order of values: UPR XBP1 act | CXCR6 block | 697 NFkB inh | EBI2 antag | CCR6 antagonist | Gli-Sufu block | Jurkat NFkB inh | Mdm2-MdmX inh | CHOP UPR activ
Results for CCC(=O)Nc1ccc(S(=O)(=O)N2CCOCC2)cc1 : -2 | 4 | 10 | -8 | -4 | 1 | 4 | -22 | 0.1
Results for COc1ccc(N(CC(=O)NN=C2CCN(C)CC2)S(=O)(=O)c2ccccc2)c(OC)c1 : -3 | 0 | -2 | -5 | -7 | 26 | 3 | -8 | 1.1
